ERp5 block – ERp5 (human) disulfide isomerase inhibition; Q15084; ERp5 insulin aggregation, absorbance 650 nm, 90 min; inhibition, % at 9.99 µM; 350,000 compounds, 0.05% hits;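 active = mean replicate inhibition above about 25%, with every replicate also reaching it, limit read from the data, passing the limit was not always enough; inconclusive = only one of those two criteria met; inactive = neither criterion met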
Target sequence (Q15084 whole entry, looked up): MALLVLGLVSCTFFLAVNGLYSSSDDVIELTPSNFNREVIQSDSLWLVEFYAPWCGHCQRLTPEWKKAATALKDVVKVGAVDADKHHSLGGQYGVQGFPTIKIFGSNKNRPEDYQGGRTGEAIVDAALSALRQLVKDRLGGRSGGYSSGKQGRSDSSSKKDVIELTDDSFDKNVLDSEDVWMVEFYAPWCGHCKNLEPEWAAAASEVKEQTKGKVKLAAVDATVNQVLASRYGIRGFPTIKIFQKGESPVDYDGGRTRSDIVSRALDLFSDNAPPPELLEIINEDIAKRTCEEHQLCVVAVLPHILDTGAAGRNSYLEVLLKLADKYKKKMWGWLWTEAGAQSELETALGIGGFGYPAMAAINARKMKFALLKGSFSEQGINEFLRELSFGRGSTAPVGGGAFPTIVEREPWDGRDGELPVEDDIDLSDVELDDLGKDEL
ERAP1 inh – ERAP1 (human) enzyme inhibition; inhibition, % at 10.7 µM; AID 652197; recombinant ERAP1, Leu-AMC fluorescence, 60 min; 340,000 compounds, 0.15% hits; Q9NZ08;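 active = mean replicate inhibition of at least 30%, or all replicates individually reaching that 30% level; inactive = mean below 30% and not every replicate reaching it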;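 note: 0% = neutral control wells and 100% = L-leucinethiol positive control wells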
E-selectin induc – induces E-selectin expression in human endothelial cells; P16581; HUVEC E-selectin immunofluorescence imaging; normalized: neutral wells 0, TNF-alpha wells 100; AID 686992; 260,000 compounds, 0.37% hits; activation, % at 7.58 µM;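 active = mean E-selectin-positive cell signal at least 10% of the positive control, reached in at least 60% of replicates, without over 20% cell loss; inconclusive = no rule given, readout overlaps actives, possibly toxicity-flagged; inactive = the rest, including those meeting only one limit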;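 note: in these data hits start at about 27%; measured in HUVEC primary endothelial cells; signal is the percent of cells scored E-selectin positive by PE staining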
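Read-out: % PE-positive cells | Test system: HUVEC | Doses: One compound dose added by pin transfer | Buffer or medium: EGM-2 over gelatin coat | Signal: Immunofluorescence imaging | Benchmarks: TNF-alpha, DMSO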
S100A4 MyoIIA – inhibitors of human S100A4 binding to myosin IIA peptide; P26447; AID 652163; inhibition, % at 10.7 µM; 360,000 compounds, 0.14% hits; S100A4/TAMRA-MyoIIA peptide fluorescence polarization;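 active = mean inhibition of at least 70% across replicates, with every replicate also reaching that level; inconclusive = mean inhibition reaches 70% but some replicates fall short; inactive = mean inhibition below 70%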
Target sequence (P26447 whole entry, looked up): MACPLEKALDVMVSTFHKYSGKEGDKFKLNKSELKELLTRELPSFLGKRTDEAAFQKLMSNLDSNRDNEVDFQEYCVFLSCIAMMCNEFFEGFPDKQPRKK
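Material: S100A4 monomer (human). Medium: Calcium-containing HEPES buffer, pH 7.2. Probe or stimulus: labelled myosin peptide probe, 5 nM. Compound dosing: one concentration per compound. Timing: polarization read 5 min after assay mix addition, stable 5–60 min. Benchmarks: DMSO as neutral control, TFP as positive control.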
RAD54 inh – blocks human RAD54 Holliday junction branch migration. FAM/BHQ fluorescence. AID 602329. Q92698. inhibition, % at 10.4 µM. 360,000 compounds, 0.14% hits;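 active = mean normalized replicate activity at least 40 and at least half of replicates scoring 40 or more; inconclusive = only one of the two criteria met; inactive = mean below 40 and under half of replicates reaching 40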;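 note: 0% = median of neutral control wells and 100% = median of positive control wells; inhibitors cause a drop in the FAM fluorescence signal; in these data hits start at about 50%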
RAD52 anneal inh – RAD52 (human) annealing inhibition; recombinant RAD52 DNA annealing, FRET fluorescence; AID 651710; 360,000 compounds, 0.46% hits; P43351; inhibition, % at 18.7 µM;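 active = every replicate showing at least 50% inhibition; inconclusive = mean inhibition at least 50% but not in every replicate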
Target sequence (P43351 whole entry, looked up): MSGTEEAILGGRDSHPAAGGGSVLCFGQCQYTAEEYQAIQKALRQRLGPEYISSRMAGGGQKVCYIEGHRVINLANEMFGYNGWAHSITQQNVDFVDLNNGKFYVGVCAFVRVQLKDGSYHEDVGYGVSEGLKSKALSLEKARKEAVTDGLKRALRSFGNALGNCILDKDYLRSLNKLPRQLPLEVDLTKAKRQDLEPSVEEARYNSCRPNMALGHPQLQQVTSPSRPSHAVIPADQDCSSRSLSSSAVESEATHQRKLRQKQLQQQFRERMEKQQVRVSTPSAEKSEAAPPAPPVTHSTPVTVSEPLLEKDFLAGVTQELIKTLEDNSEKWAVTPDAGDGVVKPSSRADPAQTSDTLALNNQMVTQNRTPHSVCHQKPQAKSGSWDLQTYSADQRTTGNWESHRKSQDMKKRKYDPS
Xi reactivation – reactivates the inactive X chromosome in mouse fibroblasts; XiGFP mouse fibroblasts, % GFP-positive cells imaging, 3 d; cells co-treated with 5-aza-dC sensitizer; scaled so ellipticine positive control = 100%; activation, % at 7.58 µM; 360,000 compounds, 0.055% hits; AID 743238;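 active = mean normalized replicate activation at least 10% and every replicate at or above 10%; inconclusive = only one of the two criteria met; inactive = mean below 10% and not all replicates reach 10%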;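 note: 0% = median of on-plate neutral control wells and 100% = ellipticine 6 µM median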
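System: XiGFP fibroblasts, SV40-immortalized. Medium: DMEM plus 5-aza-dC sensitizer. Doses: single point. Timing: 3 d treatment, 15 min room-temperature fixation. Control set: ellipticine 6 µM.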
esBAF inh – SWI/SNF esBAF complex inhibition | mouse ES cells, Bmi1-luciferase knock-in reporter, 24 h; 100% = twice the neutral-well signal | reporter increase, % at 12.5 µM | 350,000 compounds, 2% hits | AID 602393; in the data active = activation above about 40%; inconclusive = no clear call, values can overlap the other calls;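 note: 0% = median of the plate's neutral control wells and 100% = double that signal; a rise in the Bmi1 reporter signal indicates esBAF inhibition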
Active calls of the source: *.

Results for CCOc1ccccc1CNS(=O)(=O)c1ccc2c(c1)oc(=O)n2C ?
ERp5 block: -2; ERAP1 inh: -1; E-selectin induc: 0.0; S100A4 MyoIIA: -1; RAD54 inh: -7; RAD52 anneal inh: -11; Xi reactivation: 0.0; esBAF inh: 0

How did O=C1NC(Cc2ccccc2)c2nc3ccc(F)cc3c(=O)n2-c2ccccc21 (configuration not stated) do in these assays?
ERp5 block: 0; ERAP1 inh: 1; E-selectin induc: 0.2; S100A4 MyoIIA: -11; RAD52 anneal inh: -13; Xi reactivation: 0.0

What do the screens show for `COc1ccc(S(=O)(=O)Nc2ccc3c(c2)CC(=O)N([C@@H](C)CO)C[C@H](C)[C@@H](CN(C)C(=O)Nc2ccc(F)cc2)O3)cc1`?
E-selectin induc: 4.3; RAD54 inh: 3; Xi reactivation: 0.0; esBAF inh: -1

Results for COc1ccc(CNC(=O)CCNC(=O)c2ccco2)cc1OC ?
ERp5 block: 13; ERAP1 inh: 0; E-selectin induc: 0.4; S100A4 MyoIIA: -2; RAD54 inh: 0; RAD52 anneal inh: -6; Xi reactivation: 0.0; esBAF inh: 0

How did COCCCNC(=O)c1ccc([N+](=O)[O-])cc1 do in these assays?
ERp5 block: 2; ERAP1 inh: -1; S100A4 MyoIIA: -7; RAD54 inh: -10; RAD52 anneal inh: -2; Xi reactivation: 0.6; esBAF inh: 3

What do the screens show for `O=C(COc1ccc(C(=S)N2CCOCC2)cc1)Nc1ccccc1C(F)(F)F`?
ERp5 block: 4; ERAP1 inh: -5; S100A4 MyoIIA: -2; RAD52 anneal inh: -3; Xi reactivation: 0.0

How did O=C(C[C@@H]1CC[C@H](NS(=O)(=O)c2ccc(F)cc2)[C@@H](CO)O1)NCCN1CCCCC1 do in these assays?
ERp5 block: -11; ERAP1 inh: 0; E-selectin induc: 0.3; S100A4 MyoIIA: -27; RAD54 inh: -3; RAD52 anneal inh: 4; Xi reactivation: 0.6; esBAF inh: 2

What do the screens show for `COC(=O)c1c(NC(=O)c2ccco2)sc(C(=O)Nc2ccc(F)cc2)c1C`?
ERp5 block: -1; ERAP1 inh: -2; S100A4 MyoIIA: -3; RAD52 anneal inh: 3

What do the screens show for `Cc1ccc(C)c(N2CCN(S(=O)(=O)c3c(C)[nH]c(C)c3C(=O)N3CCCC3)CC2)c1`?
ERp5 block: -3; ERAP1 inh: 1; S100A4 MyoIIA: -1; RAD54 inh: 11; RAD52 anneal inh: -5; Xi reactivation: 0.0; esBAF inh: -3

What do the screens show for `COCCn1nnnc1C(c1ccc(OC)c(OC)c1)N1CCN(C(=O)c2ccco2)CC1` (configuration not stated)?
ERp5 block: -3; ERAP1 inh: 0; S100A4 MyoIIA: -4; RAD52 anneal inh: -18; Xi reactivation: 0.0; esBAF inh: -3

What do the screens show for `O=C(CCC1CCCN(C(=O)C2=CCCCC2)C1)N1CCN(c2ccccn2)CC1` (configuration not stated)?
ERp5 block: -1; ERAP1 inh: -3; S100A4 MyoIIA: 11; RAD52 anneal inh: -12; Xi reactivation: 0.0

Results for NC(=O)C1(Nc2ccc(-c3ccc(Br)cc3)cc2)CCCC1 ?
ERp5 block: -7; ERAP1 inh: -1; E-selectin induc: 0.4; S100A4 MyoIIA: 0; RAD52 anneal inh: 3; Xi reactivation: 0.1

Results for CCCN(CCC)S(=O)(=O)c1cccc(C(=O)N=c2sccn2C)c1 ?
ERp5 block: -1; ERAP1 inh: 7; E-selectin induc: -0.5; S100A4 MyoIIA: 3; RAD54 inh: -2; RAD52 anneal inh: -4; Xi reactivation: 0.0; esBAF inh: 8

What do the screens show for `C[C@@H]1CCCCO[C@@H](CN(C)CC2CCCCC2)[C@H](C)CN([C@@H](C)CO)C(=O)c2cc(NC(=O)Nc3ccc(F)cc3)ccc2O1`?
ERp5 block: 3; ERAP1 inh: -2; E-selectin induc: 0.2; S100A4 MyoIIA: -1; RAD54 inh: -3; RAD52 anneal inh: 34; Xi reactivation: 0.0; esBAF inh: 1

Results for O=C(O)c1ccc(N/N=C/c2ccc(-c3ccccc3Cl)o2)cc1 ?
ERp5 block: 4; ERAP1 inh: -25; S100A4 MyoIIA: 4; RAD54 inh: 8; RAD52 anneal inh: -16; Xi reactivation: -0.6

Results for CC(CC(=O)Nc1ccc(F)c([N+](=O)[O-])c1)c1ccccc1 (configuration not stated) ?
ERp5 block: 3; ERAP1 inh: -1; S100A4 MyoIIA: -1; RAD52 anneal inh: -4; Xi reactivation: 0.2

How did O=S(=O)(Cc1ccc(Cl)cc1)N1CCN(c2ncccn2)CC1 do in these assays?
ERp5 block: 11; ERAP1 inh: -1; E-selectin induc: -0.1; S100A4 MyoIIA: -7; RAD54 inh: 9; RAD52 anneal inh: -17; Xi reactivation: 0.1; esBAF inh: 2

What do the screens show for `CO[C@@H]1CN(C)C(=O)c2cc(NC(=O)C3CCCC3)ccc2OC[C@H](C)N(C)C[C@@H]1C`?
ERp5 block: 1; ERAP1 inh: -1; E-selectin induc: 0.1; S100A4 MyoIIA: 6; RAD54 inh: -4; RAD52 anneal inh: 2; Xi reactivation: 0.1; esBAF inh: 0

How did O=C(Nc1ccc2nc3n(c(=O)c2c1)CCCC3)c1ccccc1F do in these assays?
ERp5 block: 2; ERAP1 inh: -3; E-selectin induc: -0.1; S100A4 MyoIIA: -2; RAD54 inh: -7; RAD52 anneal inh: 3; Xi reactivation: 0.0; esBAF inh: 45*

How did COc1ccc(C(=O)Nc2nnc(SCC(=O)Nc3ccc(NC(C)=O)cc3)s2)c(OC)c1 do in these assays?
ERp5 block: 7; ERAP1 inh: -4; S100A4 MyoIIA: 6; RAD54 inh: -11; RAD52 anneal inh: -17; Xi reactivation: 0.0; esBAF inh: 37

In the list so far, these have a nitro group on carbon.
How did COCCCNC(=O)c1ccc([N+](=O)[O-])cc1 do in these assays?
ERp5 block: 2; ERAP1 inh: -1; S100A4 MyoIIA: -7; RAD54 inh: -10; RAD52 anneal inh: -2; Xi reactivation: 0.6; esBAF inh: 3

Results for CC(CC(=O)Nc1ccc(F)c([N+](=O)[O-])c1)c1ccccc1 (configuration not stated) ?
ERp5 block: 3; ERAP1 inh: -1; S100A4 MyoIIA: -1; RAD52 anneal inh: -4; Xi reactivation: 0.2

Next part:
Results for CN(C)c1ccc(/C=N/NC(=O)c2ccnn2C)cc1 ?
ERp5 block: 9; ERAP1 inh: 3; E-selectin induc: 0.0; S100A4 MyoIIA: -3; RAD52 anneal inh: -12; Xi reactivation: 0.1

How did O=c1cc(-c2ccccc2)oc2cc(O)ccc12 do in these assays?
ERp5 block: -1; ERAP1 inh: -3; S100A4 MyoIIA: 2; RAD54 inh: 4; RAD52 anneal inh: -7; esBAF inh: inconclusive

Results for Nn1cc(-c2ccccc2)nc1SCC(=O)NCC(F)(F)F ?
ERp5 block: -4; E-selectin induc: 6.0; S100A4 MyoIIA: 0; RAD54 inh: -10; RAD52 anneal inh: -17; Xi reactivation: 0.0; esBAF inh: 10

What do the screens show for `COc1ccc(C2C(C(C)=O)=C(O)C(=O)N2c2nc3ccccc3s2)cc1OC` (configuration not stated)?
ERp5 block: 8; ERAP1 inh: 7; E-selectin induc: -0.7; S100A4 MyoIIA: -12; RAD52 anneal inh: -15; Xi reactivation: 0.2

How did COC(=O)[C@]1(C)N[C@H](c2ccc(-c3ccc(F)cc3)cc2)[C@@H]2C(=O)N(C)C(=O)[C@@H]21 do in these assays?
ERp5 block: -2; E-selectin induc: -0.1; S100A4 MyoIIA: 5; RAD54 inh: -6; RAD52 anneal inh: -7; Xi reactivation: -0.1; esBAF inh: 0

What do the screens show for `COc1ccc2c3c([nH]c2c1)[C@H](CO)N(C(=O)NC(C)C)CC31CCN(C(=O)NC(C)C)CC1`?
ERp5 block: -9; ERAP1 inh: -1; E-selectin induc: -0.5; S100A4 MyoIIA: 7; RAD52 anneal inh: 3; Xi reactivation: 0.3

Results for C[C@@H]1CN([C@@H](C)CO)C(=O)c2cc(NC(=O)C3CCCCC3)ccc2O[C@@H](C)CCCCO[C@H]1CN(C)Cc1ccccc1 ?
ERp5 block: 0; ERAP1 inh: 1; E-selectin induc: 0.1; S100A4 MyoIIA: -7; RAD54 inh: -1; RAD52 anneal inh: 18; Xi reactivation: -0.9; esBAF inh: 3

How did Cc1ccc(C(=O)Nc2ccnc(-c3cccnc3)n2)cc1 do in these assays?
ERp5 block: -7; ERAP1 inh: 2; S100A4 MyoIIA: 0; RAD52 anneal inh: -17; Xi reactivation: 0.0

What do the screens show for `COc1ccc(NC(=O)COC(=O)C2COc3ccccc3O2)cc1OC` (configuration not stated)?
ERp5 block: 5; ERAP1 inh: -6; S100A4 MyoIIA: 1; RAD54 inh: 2; RAD52 anneal inh: -1; Xi reactivation: 0.4; esBAF inh: -1

Results for C[C@H]1CN([C@@H](C)CO)C(=O)c2cc(NC(=O)CCN3CCOCC3)ccc2O[C@@H]1CN(C)Cc1ccncc1 ?
ERp5 block: 1; ERAP1 inh: -2; E-selectin induc: 362*; S100A4 MyoIIA: -1; RAD54 inh: -11; RAD52 anneal inh: -18; Xi reactivation: -0.1; esBAF inh: 2

What do the screens show for `Cn1c(SCC(=O)NC2CCCCC2)nnc1-c1ccc(N)cc1`?
ERp5 block: 0; ERAP1 inh: 0; S100A4 MyoIIA: -2; RAD54 inh: -1; RAD52 anneal inh: -10; Xi reactivation: 0.0; esBAF inh: -2

How did O=C1C(=Cc2ccccc2Cl)CCc2ccccc21 do in these assays?
ERp5 block: 0; ERAP1 inh: 1; E-selectin induc: -0.1; S100A4 MyoIIA: 1; RAD52 anneal inh: 8; Xi reactivation: 0.0

Results for N#C[C@H]1[C@H](c2ccc(C3=CCCCC3)cc2)[C@H](CO)N1C(=O)CN1CCOCC1 ?
ERp5 block: -5; ERAP1 inh: -1; E-selectin induc: 0.1; S100A4 MyoIIA: -11; RAD54 inh: 1; RAD52 anneal inh: -31; Xi reactivation: 0.0; esBAF inh: -2

What do the screens show for `CC1CCCN(C(=O)CSc2nnc(-c3ccncc3)n2C)C1` (configuration not stated)?
ERp5 block: 4; ERAP1 inh: -1; E-selectin induc: -0.1; S100A4 MyoIIA: 7; RAD52 anneal inh: -7; Xi reactivation: 0.5

How did Cc1ccc([C@@H]2CC(=O)[C@@H]3CN(S(=O)(=O)c4ccc(C)cc4)[C@H](c4ccc(Cl)cc4)C[C@@H]3N2S(=O)(=O)c2ccc(Cl)cc2)cc1 do in these assays?
ERp5 block: 1; E-selectin induc: -10; S100A4 MyoIIA: -3; RAD54 inh: -1; RAD52 anneal inh: -16; Xi reactivation: -0.1; esBAF inh: -8

Two successive entries out of the list so far, quoted:
What do the screens show for `CC1CCCN(C(=O)CSc2nnc(-c3ccncc3)n2C)C1` (configuration not stated)?
ERp5 block: 4; ERAP1 inh: -1; E-selectin induc: -0.1; S100A4 MyoIIA: 7; RAD52 anneal inh: -7; Xi reactivation: 0.5

How did Cc1ccc([C@@H]2CC(=O)[C@@H]3CN(S(=O)(=O)c4ccc(C)cc4)[C@H](c4ccc(Cl)cc4)C[C@@H]3N2S(=O)(=O)c2ccc(Cl)cc2)cc1 do in these assays?
ERp5 block: 1; E-selectin induc: -10; S100A4 MyoIIA: -3; RAD54 inh: -1; RAD52 anneal inh: -16; Xi reactivation: -0.1; esBAF inh: -8

Screening data as filed in PubChem.
